proCasp3 act: activates human procaspase-3; P42574; recombinant procaspase-3 D3A, Ac-DEVD-pNA absorbance 405 nm; activation, % at 8.5 µM; 330,000 tested, 0.11% active;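 active = activation above the mean of all tested compounds plus 3 SD, cut at about 21% in these data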;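 note: 0% = DMSO alone and 100% = DMSO wells spiked with extra 5 µM PC-3 D3A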
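Test system: Procaspase-3 D3A mutant; medium: Zinc-free HEPES/NaCl buffer with 0.01% Triton X-100 at pH 7.4; reagent: DEVD-pNA substrate; doses: one concentration, 8.5 µM nominal, 0.8% DMSO; times: 1 h preincubation plus 2 h reaction at 25 °C; signal: Epi-absorbance at 405 nm of released p-nitroaniline, 0 and 120 min; replicates: singlicate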
procasp7 counter: counter-screen for procaspase-3 activators: activators of human procaspase-7. P55210. recombinant procaspase-7, Ac-DEVD-pNA absorbance 405 nm; D23A/D198A/D206A triple mutant, cannot self-cleave; scale: DMSO 0, 5 µM enzyme 100. activation, % at 8.5 µM. 330,000 tested, 0.093% active. AID 463210;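 active = percent activation above the screen-wide mean plus 3 SD, cut at about 25% in these data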
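buffer or medium = Zinc-free HEPES/NaCl buffer, pH 7.4 | material = Procaspase-7 triple mutant (PC-7 D3A) | input = 2 µM procaspase-7 mutant as dispensed | signal = Epi-absorbance of released pNA at 405 nm, two timepoints | timing = 1 h preincubation, 2 h reaction | replicates = singlicate compound testing | evaluation = % activation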
MEP2 TOR yeast: alters MEP2-GFP fluorescence in TOR pathway yeast screen. AID 2016. 330,000 tested, 0.51% active. GFP response vs DMSO, % at 10 µM. S. cerevisiae MEP2-GFP strain, flow cytometry GFP, 3 h; 100% = DMSO control level;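 active = GFP response versus DMSO above a set limit, roughly screen mean plus 3 SD, cut at about 180% in these data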;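 note: median GFP fluorescence of the barcode-gated MEP2-GFP cells per well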
EBNA-1 inhibitor: blocks EBNA-1 binding to DNA; 300,000 tested, 0.34% active; EBNA-1 DNA binding, fluorescence polarization; inhibition, % at 14.8 µM; AID 1950; in the data active = inhibition above about 28%
RPL19A-GFP yeast: yeast TOR pathway RPL19A-GFP modulation; 330,000 tested, 0.3% active; S. cerevisiae RPL19A-GFP strain, flow cytometry, 3 h; hits give low values; percent response vs DMSO, % at 10 µM;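 active = percent response vs DMSO below 50%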;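 note: median channel GFP fluorescence of the barcoded RPL19A-GFP strain; ratio of sample median GFP to plate DMSO average so 100% = DMSO; lower means less RPL19A-GFP as with rapamycin TOR inhibition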
LAP4 TOR yeast: modulators of TOR pathway LAP4-GFP in S. cerevisiae; S. cerevisiae LAP4-GFP multiplex, flow cytometry GFP, 3 h; median GFP as percent of DMSO wells; 320,000 tested, 0.34% active; GFP response vs DMSO, % at 10 µM; AID 2023;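 active = GFP response vs DMSO above a set limit, about the screen mean plus 3 SD, cut at about 150% in these data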
AHR act: human AHR activation; 320,000 tested, 2.5% active; activation, % at 5 µM; AHR-responsive luciferase reporter cells, luminescence; P35869; in the data active = activation above about 47%;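 note: 0% = vehicle wells and 100% = reference agonist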
ZTA counter: ZTA (EBV) inhibition in EBNA-1 counter-screen | ZTA-DNA binding, fluorescence polarization | inhibition, % at 11 µM | 320,000 tested, 0.15% active; in the data active = inhibition above about 33%
Numbers without * were called inactive; . = no result given. Random draw from the library. About 3.8% of those tested had a hit in this group.

Codes: A = proCasp3 act; B = procasp7 counter; C = MEP2 TOR yeast; D = EBNA-1 inhibitor; E = RPL19A-GFP yeast; F = LAP4 TOR yeast; G = AHR act; H = ZTA counter
SMILES: Cc1cc(C(=O)NNC(=O)c2ccc(Cl)c(S(N)(=O)=O)c2)c(C)o1
  A: 0	B: 3	C: 107	D: .	E: 103	F: 91	G: 0	H: .

SMILES: Cc1ccc(Cl)cc1N1CCN(Cc2nc3c(c(=O)[nH]c(=O)n3C)n2CCc2ccccc2)CC1
  A: 3	B: 9	C: 103	D: 4	E: 104	F: 106	G: 4	H: 18

SMILES: O=C(Nc1nnc(CCc2ccccc2)s1)C1CCCO1 (stereo not given)
  A: -4	B: -1	C: 111	D: 13	E: 107	F: 110	G: 8	H: -13

SMILES: COc1ccc(OC)c(N2C(=O)CC(NNC(=O)c3ccc4c(c3)OCO4)C2=O)c1 (stereo not given)
  A: 10	B: 12	C: 115	D: .	E: 116	F: 138	G: 1	H: .

SMILES: C=CCOc1cccc(C2C(C(=O)c3ccc(C)o3)=C(O)C(=O)N2Cc2ccncc2)c1 (stereo not given)
  A: -10	B: -43	C: 96	D: 8	E: 97	F: 113	G: 1	H: 8

SMILES: CCc1ccc2oc(C(=O)Nc3nonc3C)c(C)c2c1
  A: 5	B: 3	C: 98	D: 4	E: 99	F: 105	G: -6	H: -7

SMILES: Cc1cccc(OCc2nnc(SCC(=O)NC3CCCC3)n2C)c1
  A: -1	B: 2	C: 90	D: 0	E: 93	F: 90	G: 0	H: -15

SMILES: Cc1nn(C(C)C(=O)NCCc2ccco2)c(=O)c2nn(-c3ccccc3)c(C)c12 (stereo not given)
  A: 2	B: 6	C: 112	D: 11	E: 102	F: 108	G: 0	H: -3

SMILES: CC(=O)Nc1ccc(NC(=O)C(C)OC(=O)CCc2nc3ccccc3s2)cc1 (stereo not given)
  A: 10	B: 6	C: 106	D: -14	E: 108	F: 106	G: -1	H: -11

SMILES: CN(C)C(=S)SCC(=O)NC(=O)NC(C)(C)C
  A: 5	B: 0	C: 97	D: -17	E: 100	F: 97	G: 3	H: 3

SMILES: CC(C)(C)c1ccc(NC(=O)NC2CCCc3ccccc32)cc1 (stereo not given)
  A: -3	B: 2	C: 90	D: -1	E: 89	F: 98	G: 3	H: -5

SMILES: Cc1[nH]c2ccccc2c1C(=O)COC(=O)c1c(-c2ccccc2Cl)noc1C
  A: 8	B: -1	C: 100	D: -5	E: 105	F: 99	G: 18	H: -1

SMILES: O=C1NC2(CCCCCC2)C(=O)N1Cc1ccccc1
  A: -1	B: 5	C: 93	D: -25	E: 101	F: 87	G: 6	H: 2

SMILES: COc1ccc(S(=O)(=O)N2CCCOC2CNC(=O)C(=O)NC2CCCC2)cc1 (stereo not given)
  A: 7	B: 10	C: 114	D: 11	E: 104	F: 104	G: 13	H: -13

SMILES: Cc1cc(Cl)ccc1NC(=O)COC(=O)c1nc2nccc(C)n2n1
  A: -3	B: -3	C: 98	D: 13	E: 100	F: 106	G: 1	H: 7

SMILES: Cc1ccc(C(=O)NCC(=O)Nc2cccc(S(=O)(=O)NC3=NCCCCC3)c2)cc1C
  A: 2	B: -6	C: 101	D: 6	E: 101	F: 103	G: -1	H: -2

SMILES: O=C(Nc1ccccc1-c1ccccc1)C1CCC1
  A: -4	B: 2	C: 106	D: -16	E: 110	F: 99	G: 1	H: -6

SMILES: COc1ccc(C(=O)N2CCn3c2nc2ccccc23)cc1
  A: 2	B: -13	C: 97	D: 9	E: 97	F: 108	G: -2	H: -9

SMILES: O=C(CN1C(=O)c2ccccc2C1=O)NCCOc1ccccc1
  A: 1	B: 9	C: 96	D: -4	E: 95	F: 101	G: -2	H: -10

SMILES: O=C(CSCc1c(F)cccc1Cl)NCC1CCCO1 (stereo not given)
  A: 2	B: 8	C: 97	D: -6	E: 89	F: 96	G: -2	H: 8

Complete entries, looked up by structure. Order of screens: proCasp3 act | procasp7 counter | MEP2 TOR yeast | EBNA-1 inhibitor | RPL19A-GFP yeast | LAP4 TOR yeast | AHR act | ZTA counter
Shown for `Cc1ccc(C(=O)NCC(=O)Nc2cccc(S(=O)(=O)NC3=NCCCCC3)c2)cc1C` : 2 | -6 | 101 | 6 | 101 | 103 | -1 | -2
Shown for `O=C(CSCc1c(F)cccc1Cl)NCC1CCCO1` (stereo not given) : 2 | 8 | 97 | -6 | 89 | 96 | -2 | 8

Later entries:
Codes: A = proCasp3 act; B = procasp7 counter; C = MEP2 TOR yeast; D = EBNA-1 inhibitor; E = RPL19A-GFP yeast; F = LAP4 TOR yeast; G = AHR act; H = ZTA counter
SMILES: NC(=O)c1ccccc1NS(=O)(=O)c1ccc2c(c1)OCCO2
  A: -5	B: 11	C: 110	D: 10	E: 108	F: 106	G: -2	H: -5

SMILES: Cc1ccc(NS(=O)(=O)c2ccc(F)cc2)nc1
  A: -5	B: -3	C: 109	D: -8	E: 106	F: 99	G: 3	H: -14

SMILES: COc1cc(OC)c(OC)cc1/C=N/NC(=O)C[n+]1ccccc1
  A: -2	B: -1	C: 99	D: -4	E: 100	F: 96	G: 2	H: -5

SMILES: CC(C)(C)C(=O)/C=C(\N)c1ccncc1
  A: -1	B: -3	C: 106	D: 7	E: 109	F: 106	G: -1	H: 13

SMILES: Cc1ccc(N(CC(=O)O)S(C)(=O)=O)cc1
  A: 0	B: 6	C: 104	D: 1	E: 101	F: 116	G: -1	H: 3

SMILES: CCN=C1Cn2c(nc3scc(-c4ccccc4)c3c2=O)CN1CC
  A: -5	B: -5	C: 105	D: -3	E: 100	F: 101	G: 1	H: 15

SMILES: CN(Cc1ccccc1)Cc1c(O)ccc2ccccc12
  A: -9	B: -8	C: 108	D: -3	E: 104	F: 98	G: 15	H: 5

SMILES: Cc1cc([N+](=O)[O-])nn1CCCC(=O)NCc1ccc(F)cc1
  A: -4	B: -8	C: 101	D: -14	E: 100	F: 99	G: 0	H: -12

SMILES: O=C(COc1ccc(F)cc1)Nc1nc2c(s1)CCCC2
  A: 4	B: -5	C: 111	D: -3	E: 120	F: 91	G: -2	H: -3

SMILES: COc1cc(/C=C/C(=O)OC(C)C(=O)Nc2ccc(Cl)cn2)ccc1OC(F)F (stereo not given)
  A: -3	B: -4	C: 98	D: .	E: 97	F: 112	G: 1	H: .

Another view of part of the listing above.
SMILES	proCasp3 act	procasp7 counter	MEP2 TOR yeast	EBNA-1 inhibitor	RPL19A-GFP yeast	LAP4 TOR yeast	AHR act	ZTA counter
COc1cc(OC)c(OC)cc1/C=N/NC(=O)C[n+]1ccccc1	-2	-1	99	-4	100	96	2	-5
CC(C)(C)C(=O)/C=C(\N)c1ccncc1	-1	-3	106	7	109	106	-1	13

The listing continues.
Codes: A = proCasp3 act; B = procasp7 counter; C = MEP2 TOR yeast; D = EBNA-1 inhibitor; E = RPL19A-GFP yeast; F = LAP4 TOR yeast; G = AHR act; H = ZTA counter
SMILES: Nc1cccc(C(=O)OCC(=O)NC2CCCc3ccccc32)c1 (stereo not given)
  A: -6	B: -1	C: 105	D: -3	E: 99	F: 103	G: 0	H: 10

SMILES: O=C(NCC1CCN(Cc2cccc(Cl)c2)CC1)C1CCCN(c2ncnc3c2nc2n3CCCCC2)C1 (stereo not given)
  A: 0	B: 3	C: 98	D: 2	E: 98	F: 107	G: 2	H: 9

SMILES: Cc1onc(-c2c(Cl)cccc2Cl)c1C(=O)c1ccc(F)cc1
  A: 0	B: 5	C: 102	D: -8	E: 93	F: 120	G: -1	H: -3

SMILES: COc1ccc(NS(=O)(=O)c2ccc(NS(=O)(=O)c3ccc(C)cc3)cc2)nn1
  A: -2	B: -3	C: 98	D: 9	E: 99	F: 98	G: 2	H: 5

SMILES: O=C(c1ccc2c(c1)OCO2)C1CCCN(Cc2ccccc2OC(F)F)C1 (stereo not given)
  A: 1	B: 7	C: 103	D: 2	E: 100	F: 96	G: 26	H: 9

SMILES: CC1(C)CC(=O)C=C(NCCN2CCN(C(=O)Nc3ccc(Cl)c(Cl)c3)CC2)C1
  A: -7	B: -1	C: 102	D: -3	E: 101	F: 95	G: 0	H: -1

SMILES: O=C(c1cc2ccccc2cc1O)N1CCN(c2cccc(Cl)c2)CC1
  A: 1	B: -7	C: 105	D: -14	E: 100	F: 108	G: 2	H: -6

SMILES: COc1ccc(S(=O)(=O)N(C)CC(=O)NCc2cccnc2)cc1OC
  A: -2	B: 8	C: 105	D: 3	E: 97	F: 93	G: -1	H: -13

SMILES: CC(C)(C)c1nc(SCC(=O)NCc2cccs2)c2ccccc2n1
  A: 13	B: 0	C: 93	D: 0	E: 94	F: 100	G: 1	H: 12

SMILES: Cc1cc(OC(C)C(=O)N2CCN(c3ccc(F)cc3)CC2)c2c(C)cc(=O)oc2c1 (stereo not given)
  A: 9	B: -2	C: 84	D: 4	E: 95	F: 91	G: 1	H: 1

SMILES: Cc1cc(C)c(NC(=O)CNC(=O)c2ccc3ncsc3c2)c(C)c1
  A: -1	B: -10	C: 103	D: .	E: 96	F: 95	G: -2	H: .

SMILES: CCc1ccc2c(c1)cc(CN(C(=S)Nc1ccc(Cl)cc1)C1CC1)c1nnnn12
  A: 2	B: 11	C: 99	D: -7	E: 97	F: 91	G: 3	H: -9

SMILES: Cc1ccc(Oc2ncccc2C(=O)NCC(=O)O)cc1
  A: 9	B: 5	C: 101	D: 0	E: 96	F: 105	G: 1	H: -10

SMILES: O=C(NCCNC(=O)c1ccccc1[N+](=O)[O-])c1ccccc1[N+](=O)[O-]
  A: 9	B: -6	C: 103	D: 3	E: 104	F: 101	G: -1	H: -19

SMILES: Cn1cnc([N+](=O)[O-])c1Oc1cccc(O)c1
  A: -2	B: -2	C: 97	D: 4	E: 96	F: 111	G: 0	H: -10

SMILES: COc1ccc(C2=NN(CCC(=O)NCc3cccs3)C(=O)CC2)cc1
  A: -3	B: 8	C: 96	D: -10	E: 94	F: 109	G: 5	H: 1

SMILES: Cc1cc(C)c2[nH]c(O)c(N=Nc3ccc(C(=O)O)cc3)c2c1
  A: 8	B: 3	C: 112	D: 0	E: 111	F: 93	G: 0	H: 6

SMILES: CN1C[C@H](C(=O)NC2(C)OC3(O)[C@@H]4CCCN4C(=O)[C@H](Cc4ccccc4)N3C2=O)CC2c3cccc4[nH]cc(c34)C[C@H]21 (stereo not given in full)
  A: 2	B: 8	C: 95	D: -3	E: 102	F: 105	G: -2	H: 6

SMILES: CCOC(=O)CCCNC(=O)CSc1nnc(-c2ccccc2)c(-c2ccccc2)n1
  A: -5	B: -5	C: 93	D: -13	E: 92	F: 99	G: 0	H: -3

SMILES: Cc1cc(-c2ccc(C)c(S(=O)(=O)NCCc3ccco3)c2)on1
  A: 1	B: 2	C: 93	D: 4	E: 92	F: 91	G: 1	H: 4

SMILES: CCCNC(=O)c1ccc(N2CCC3(CC2)CC(c2cccc(Br)c2)=NO3)c(NC(=O)c2cccc(C)c2)c1
  A: 8	B: 3	C: .	D: 3	E: .	F: .	G: -6	H: -4

SMILES: O=C(Cn1nnc(-c2ccccc2NC(=O)c2ccco2)n1)Nc1ccccc1
  A: 2	B: 11	C: 104	D: -5	E: 99	F: 102	G: 2	H: 10

SMILES: CC(C)n1c(-c2cccs2)nc2ccccc21
  A: 10	B: 8	C: 96	D: -4	E: 91	F: 92	G: -1	H: -7

SMILES: Cc1ccc(S(=O)(=O)N2CCN(C(=O)C3=COCCO3)CC2)cc1C
  A: -3	B: 7	C: 95	D: 7	E: 96	F: 97	G: 0	H: 1

SMILES: O=C(O)CCC(=O)Nc1ccc(C(=O)OCC(=O)c2ccc(Cl)cc2)cc1
  A: 6	B: 12	C: 101	D: 4	E: 96	F: 103	G: 0	H: 0

Bioassay records: PubChem, several laboratories
